Assay outcomes from PubChem.
MrgX1 ag – agonists of human MrgX1 receptor; MrgX1-HEK293 cells, Fluo-4 calcium fluorescence, agonist mode; active compounds read high; B-score at 10 µM; 310,000 tested, 0.44% active; AID 588627;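 active = calcium response B-score plate-corrected fluorescence ratio at least 3 library SD, with starting fluorescence B-score inside 5 SD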
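Test system: Stable human MrgX1 HEK293 cell line | Schedule: Overnight plating before 1 h dye loading | Read-out basis: Baseline-normalised fluorescence change ratio, B-scored | Detection: Kinetic calcium dye fluorescence, Fluo-4 NW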
ANO1 activ – activators or potentiators of mouse TMEM16A chloride channel | B-score at 10 µM | Q8BHY3 | 340,000 tested, 0.3% active | HEK293 TMEM16A/YFP-H148Q/I152L, iodide quench fluorescence; active compounds read low;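 active = fluorescence-ratio B-score plate-corrected deviation score at least 3 library SD below zero, with starting fluorescence score within 5 deviations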;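 also: channel opened by trigger with iodide after compound preincubation; score built on the fluorescence ratio of max minus min over baseline; more negative score means more quench and so TMEM16A activation or potentiation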
TRPC6 inh – mouse TRPC6 channel inhibition; B-score at 10 µM; HEK293-TRPC6, membrane potential dye, ACh-evoked depolarization; active compounds read low; AID 2553; 310,000 tested, 1.1% active;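 active = B-score under library mean minus 3 SD, initial fluorescence not abnormally high, positive integrated signal ratio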;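 also: B-score derived from integrated fluorescence ratio over the kinetic read; more negative B-score means stronger inhibition of depolarization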
Target sequence (Q61143 whole entry, looked up): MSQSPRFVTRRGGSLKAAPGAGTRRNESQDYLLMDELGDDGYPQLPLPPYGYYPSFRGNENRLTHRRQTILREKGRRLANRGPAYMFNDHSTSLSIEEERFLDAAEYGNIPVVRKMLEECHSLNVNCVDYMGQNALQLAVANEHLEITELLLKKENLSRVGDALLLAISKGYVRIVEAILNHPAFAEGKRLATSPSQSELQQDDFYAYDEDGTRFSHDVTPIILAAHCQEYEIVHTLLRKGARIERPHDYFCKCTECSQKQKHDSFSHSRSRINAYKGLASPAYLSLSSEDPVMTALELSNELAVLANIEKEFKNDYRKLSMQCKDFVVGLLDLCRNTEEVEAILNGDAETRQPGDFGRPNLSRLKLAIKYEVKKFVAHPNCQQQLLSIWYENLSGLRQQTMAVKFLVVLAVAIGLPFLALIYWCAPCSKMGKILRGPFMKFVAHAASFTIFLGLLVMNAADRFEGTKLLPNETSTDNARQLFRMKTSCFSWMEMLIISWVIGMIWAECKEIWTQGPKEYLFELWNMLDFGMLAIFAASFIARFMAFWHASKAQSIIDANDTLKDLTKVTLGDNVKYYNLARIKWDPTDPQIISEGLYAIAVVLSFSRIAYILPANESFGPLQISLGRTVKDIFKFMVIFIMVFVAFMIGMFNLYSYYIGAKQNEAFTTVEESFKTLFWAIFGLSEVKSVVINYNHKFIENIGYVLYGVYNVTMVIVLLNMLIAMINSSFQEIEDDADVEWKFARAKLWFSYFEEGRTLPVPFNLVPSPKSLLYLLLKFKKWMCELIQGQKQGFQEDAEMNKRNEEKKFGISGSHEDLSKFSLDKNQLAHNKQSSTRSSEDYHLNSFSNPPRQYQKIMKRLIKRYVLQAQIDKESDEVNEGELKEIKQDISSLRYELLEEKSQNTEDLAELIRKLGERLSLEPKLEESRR
MrgX1 allo act – human MrgX1 positive allosteric modulation, primary screen. MrgX1-HEK293, Fluo-4 calcium flux, FDSS; active compounds read high. B-score at 10 µM. 310,000 tested, 0.63% active;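 active = plate-corrected calcium response at least 3 library SD above typical, normal starting fluorescence, not activating the receptor alone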;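 also: compound read alongside a low EC10 to EC30 dose of BAM8-22 agonist; peak minus trough fluorescence over baseline measured at the second addition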
MrgX1 antagonist – antagonists of human MrgX1 receptor; Q96LB2; MRGX1-HEK293 calcium flux, Fluo-4, BAM8-22 antagonism; active compounds read low; B-score at 10 µM; 310,000 tested, 1.3% active; AID 588676;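 active = calcium-response B-score plate-corrected more than 3 library SD below zero, starting fluorescence within 5 deviations, no agonist response on first addition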;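 also: peak minus trough fluorescence over baseline after final BAM8-22 challenge near maximal dose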
TRPC6 activator – mouse TRPC6 channel activation; Q61143; HEK293-TRPC6 membrane potential dye fluorescence; active compounds read high; B-score at 10 µM; 310,000 tested, 0.13% active; AID 2550;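 active = B-score of the integrated fluorescence ratio above library mean plus 3 SD, and starting fluorescence ratio within library mean plus 5 SD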;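 also: higher score means more depolarization so channel activation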
RGS4 block – inhibitors of human RGS4; P49798; AID 463165; B-score at 10 µM; HEK293 M3R/RGS4 inducible, Fluo-4 calcium flux; active compounds read high; triggered by carbachol at its EC20; 310,000 tested, 0.45% active;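 active = B-score, a plate-corrected calcium signal, over three deviations above library mean, with baseline fluorescence within five deviations of library mean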;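 also: RGS4 expression induced by doxycycline in cells with stable M3 receptor; B-score is computed from the integrated fluorescence ratio over baseline after carbachol; higher B-score means a larger calcium signal and so more RGS4 inhibition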
Target sequence (P49798 whole entry, looked up): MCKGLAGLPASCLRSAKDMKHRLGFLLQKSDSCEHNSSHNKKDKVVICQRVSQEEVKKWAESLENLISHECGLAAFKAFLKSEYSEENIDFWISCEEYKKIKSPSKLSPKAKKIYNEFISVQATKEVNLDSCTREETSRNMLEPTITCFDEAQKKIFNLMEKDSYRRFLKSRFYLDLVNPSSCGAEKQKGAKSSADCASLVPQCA
HDAC3 inhib – blocks human histone deacetylase 3. O15379. recombinant HDAC3, fluorogenic peptide/trypsin coupled, fluorescence. inhibition, % at 8.3 µM. 320,000 tested, 0.15% active. AID 2718; in the data active = inhibition above about 26%, passing the limit was not always enough; inconclusive = no clear call, values can overlap the other calls
ANO1 block – mouse TMEM16A channel inhibition, primary screen. Q8BHY3. HEK293 TMEM16A/YFP iodide influx fluorescence, ionomycin. normalized B-score (activity score, 25-100; higher = stronger inhibition) at 10 µM. 310,000 tested, 1.2% active;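 active = ratio plate-corrected score three or more library SD toward inhibition, starting fluorescence score within five deviations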;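 also: score derived from kinetic fluorescence span divided by baseline fluorescence per well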
SKKanGAS inh – SKKanGAS growth inhibition; S. pyogenes SKKanGAS, kanamycin growth, BacTiter-Glo, 6 h; inhibition, % at 7.5 µM; 300,000 tested, 1.3% active; AID 1662;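 active = mean replicate score, as percent of positive control median, at least 50; inconclusive = mean below 50 but one replicate at or above 50; inactive = mean and every replicate below 50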;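 also: strain carries kanamycin resistance gene driven by streptokinase promoter and grows in 40 µg/ml kanamycin; loss of luminescence reflects streptokinase promoter inhibition or plain growth inhibition; 0% = median of DMSO wells and 100% = positive control at its reference dose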
RGS4 pot – RGS4 potentiation or activation; HEK293 M3R/inducible RGS4, carbachol calcium flux Fluo4; active compounds read low; B-score at 10 µM; 310,000 tested, 0.92% active;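 active = B-score of the integrated calcium signal more than 4 SD below the library mean, with starting fluorescence not abnormally high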;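 also: negative B-score means reduced calcium response which marks RGS4 activation or potentiation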
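Test system: HEK293 cells with stable M3R and inducible RGS4; also added: carbachol at ECmax as muscarinic agonist stimulus; schedule: dye loading 30 min 37 °C, buffer rest 30 min RT; technique: kinetic calcium fluorescence imaging with Fluo4-AM dye, 2 µM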
* marks the source's active call; other numbers are inactive results.

`O=C(Nc1ccc(C(=O)O)cc1)/C(=C\C=C\c1ccccc1)NC(=O)c1ccc(Br)cc1` gave MrgX1 ag inactive, ANO1 activ inactive, TRPC6 inh inactive, MrgX1 allo act inactive, MrgX1 antagonist inactive, TRPC6 activator inactive, RGS4 block inactive, HDAC3 inhib inconclusive, ANO1 block inactive, SKKanGAS inh 22 and RGS4 pot inactive.
For O=C(COC(=O)C1=COCCO1)Nc1ccc2c(c1)OCO2 the results were MrgX1 ag inactive, ANO1 activ inactive, TRPC6 inh inactive, MrgX1 allo act inactive, MrgX1 antagonist inactive, TRPC6 activator inactive, RGS4 block inactive, HDAC3 inhib -3, ANO1 block inactive, SKKanGAS inh -7 and RGS4 pot inactive.
`Cc1ccc(N2C(=O)C3C4C=CC(CNC(=S)N5CCN(c6ccccn6)CC5)(O4)C3C2=O)cc1` (stereo unspecified) gave MrgX1 ag inactive, ANO1 activ inactive, TRPC6 inh inactive, MrgX1 allo act inactive, MrgX1 antagonist inactive, TRPC6 activator inactive, RGS4 block inactive, HDAC3 inhib -8, ANO1 block inactive, SKKanGAS inh 2 and RGS4 pot inactive.
`COc1cc(C(=O)NCC(=O)N/N=C(/C)c2ccc3c(c2)CCCC3)cc(OC)c1OC` gave MrgX1 ag inactive, ANO1 activ inactive, TRPC6 inh inactive, MrgX1 allo act inactive, MrgX1 antagonist inactive, TRPC6 activator inactive, RGS4 block inactive, HDAC3 inhib 2, ANO1 block inactive, SKKanGAS inh -2 and RGS4 pot inactive.
Screening Cc1noc(C)c1S(=O)(=O)N(Cc1ccccc1)C(C)C returned MrgX1 ag inactive, ANO1 activ inactive, TRPC6 inh inactive, MrgX1 allo act inactive, MrgX1 antagonist inactive, TRPC6 activator inactive, RGS4 block inactive, HDAC3 inhib -1, ANO1 block inactive, SKKanGAS inh 0 and RGS4 pot inactive.
Cc1nc2cccc(C(=O)NCc3ccccc3)c2o1 was read as MrgX1 ag inactive, ANO1 activ inactive, TRPC6 inh inactive, MrgX1 allo act inactive, MrgX1 antagonist inactive, TRPC6 activator inactive, RGS4 block inactive, HDAC3 inhib -1, ANO1 block inactive, SKKanGAS inh 4 and RGS4 pot inactive.
Cc1ccsc1C(=O)N1CCCC(C(=O)c2cc(F)ccc2F)C1 (stereo unspecified) was read as MrgX1 ag inactive, ANO1 activ inactive, TRPC6 inh inactive, MrgX1 allo act inactive, MrgX1 antagonist inactive, TRPC6 activator inactive, RGS4 block inactive, ANO1 block inactive, SKKanGAS inh 3 and RGS4 pot inactive.
For COc1cccc(/C=N/NC(=O)c2[nH]c(C)c(C(=O)N/N=C/c3cccc(OC)c3O)c2C)c1O the results were MrgX1 ag inactive, ANO1 activ inactive, TRPC6 inh inactive, MrgX1 allo act inactive, MrgX1 antagonist inactive, TRPC6 activator inactive, RGS4 block inactive, HDAC3 inhib 1, ANO1 block inactive, SKKanGAS inh 0 and RGS4 pot inactive.
Screening O=[N+]([O-])c1ccc2nc(-c3ccccc3)n(OCc3ccc(Cl)cc3)c2c1 returned MrgX1 ag inactive, ANO1 activ inactive, TRPC6 inh inactive, MrgX1 allo act inactive, MrgX1 antagonist inactive, TRPC6 activator inactive, RGS4 block inactive, HDAC3 inhib -2, ANO1 block inactive, SKKanGAS inh 3 and RGS4 pot inactive.
Screening COc1ccc([N+](=O)[O-])cc1NC(=O)Nc1cccc(Cl)c1 returned MrgX1 ag inactive, ANO1 activ inactive, TRPC6 inh inactive, MrgX1 allo act inactive, MrgX1 antagonist inactive, TRPC6 activator inactive, RGS4 block inactive, HDAC3 inhib 3, ANO1 block inactive, SKKanGAS inh -6 and RGS4 pot inactive.
O=C(NCC1CCCN1S(=O)(=O)c1cccs1)c1cccc(F)c1 (stereo unspecified) was read as MrgX1 ag inactive, ANO1 activ inactive, TRPC6 inh inactive, MrgX1 allo act inactive, MrgX1 antagonist inactive, TRPC6 activator inactive, RGS4 block inactive, HDAC3 inhib 3, ANO1 block inactive, SKKanGAS inh 13 and RGS4 pot inactive.
CN1/C(=C\C(=O)c2cccc([N+](=O)[O-])c2)Sc2ccccc21 was read as MrgX1 ag inactive, ANO1 activ inactive, TRPC6 inh inactive, MrgX1 allo act inactive, MrgX1 antagonist inactive, TRPC6 activator inactive, RGS4 block inactive, HDAC3 inhib -8, ANO1 block inactive, SKKanGAS inh -1 and RGS4 pot inactive.
CCOc1cc(NC(=O)c2ccco2)c(OCC)cc1NC(=O)c1cc(OC)c(OC)c(OC)c1 was read as MrgX1 ag inactive, ANO1 activ inactive, TRPC6 inh inactive, MrgX1 allo act inactive, MrgX1 antagonist inactive, TRPC6 activator inactive, RGS4 block inactive, HDAC3 inhib -3, ANO1 block inactive, SKKanGAS inh 10 and RGS4 pot inactive.
CSc1ccc(CN2CCN(C(=O)CC(C)C)CC2)cc1 was read as MrgX1 ag inactive, ANO1 activ inactive, TRPC6 inh inactive, MrgX1 allo act inactive, MrgX1 antagonist inactive, TRPC6 activator inactive, RGS4 block inactive, HDAC3 inhib -5, ANO1 block inactive, SKKanGAS inh 2 and RGS4 pot inactive.
Screening CN(C)CCn1c(=O)n(-c2ccc(F)cc2)c(=O)c2c3c(sc21)CCCCC3 returned MrgX1 ag inactive, ANO1 activ inactive, TRPC6 inh inactive, MrgX1 allo act inactive, MrgX1 antagonist inactive, TRPC6 activator inactive, RGS4 block inactive, HDAC3 inhib 0, ANO1 block inactive, SKKanGAS inh 3 and RGS4 pot inactive.
For O=C(N/N=C\c1ccccn1)c1cccc(C(=O)N/N=C\c2ccccn2)n1 the results were MrgX1 ag inactive, ANO1 activ inactive, TRPC6 inh inactive, MrgX1 allo act inactive, MrgX1 antagonist inactive, TRPC6 activator inactive, RGS4 block inactive, HDAC3 inhib 5, ANO1 block inactive, SKKanGAS inh -5 and RGS4 pot inactive.
For Cc1sc2ncnc(OCC(=O)N3CC(=O)Nc4ccccc43)c2c1C the results were MrgX1 ag inactive, ANO1 activ inactive, TRPC6 inh inactive, MrgX1 allo act inactive, MrgX1 antagonist inactive, TRPC6 activator inactive, RGS4 block inactive, HDAC3 inhib -9, ANO1 block inactive and RGS4 pot inactive.
For O=C(c1cn(-c2ccccc2)nc1-c1cccs1)N1CCN(c2ccccn2)CC1 the results were MrgX1 ag inactive, ANO1 activ inactive, TRPC6 inh inactive, MrgX1 allo act inactive, MrgX1 antagonist inactive, TRPC6 activator inactive, RGS4 block inactive, HDAC3 inhib 5, ANO1 block inactive, SKKanGAS inh 3 and RGS4 pot inactive.
For Nn1c(CSc2ccccn2)nc2ccccc2c1=O the results were MrgX1 ag inactive, ANO1 activ inactive, TRPC6 inh inactive, MrgX1 allo act inactive, MrgX1 antagonist inactive, TRPC6 activator inactive, RGS4 block inactive, HDAC3 inhib -1, ANO1 block inactive, SKKanGAS inh -5 and RGS4 pot inactive.
Screening CN1CCN(CC(=O)Nc2sc3c(c2C(=O)Nc2ccccc2)CCCC3)CC1 returned MrgX1 ag inactive, ANO1 activ inactive, TRPC6 inh inactive, MrgX1 allo act inactive, MrgX1 antagonist inactive, TRPC6 activator inactive, RGS4 block inactive, HDAC3 inhib 6, ANO1 block inactive, SKKanGAS inh -9 and RGS4 pot inactive.
`COc1ccc(N2CCN(c3nc(=S)n(-c4ccccc4)c(C)c3C(C)=O)CC2)cc1` gave MrgX1 ag inactive, ANO1 activ inactive, TRPC6 inh inactive, MrgX1 allo act inactive, MrgX1 antagonist inactive, TRPC6 activator inactive, RGS4 block inactive, HDAC3 inhib -1, ANO1 block inactive, SKKanGAS inh -1 and RGS4 pot inactive.
`CC(=O)Nc1ccc(S(=O)(=O)NCCC(=O)Nc2ccc(C)c(F)c2)cc1` gave MrgX1 ag inactive, ANO1 activ inactive, TRPC6 inh inactive, MrgX1 allo act inactive, MrgX1 antagonist inactive, TRPC6 activator inactive, RGS4 block inactive, HDAC3 inhib -4, ANO1 block inactive, SKKanGAS inh -21 and RGS4 pot inactive.
For O=C(CN1CCC(C(=O)c2cccc(Cl)c2)CC1)Nc1cccc(C(=O)O)c1 the results were MrgX1 ag inactive, ANO1 activ inactive, TRPC6 inh inactive, MrgX1 allo act inactive, MrgX1 antagonist inactive, TRPC6 activator inactive, RGS4 block inactive, HDAC3 inhib 4, ANO1 block inactive, SKKanGAS inh 0 and RGS4 pot inactive.
Screening COc1ccc(CCNC(=O)Cn2c(=O)n(Cc3ccco3)c(=O)c3ccc(Cl)cc32)cc1OC returned ANO1 activ inactive, TRPC6 inh inactive, TRPC6 activator inactive, RGS4 block inactive, SKKanGAS inh 0 and RGS4 pot inactive.
`COc1ccc(-c2c(=O)n(OCc3ccccn3)c3ccccc3[n+]2[O-])cc1OC` gave MrgX1 ag inactive, ANO1 activ inactive, TRPC6 inh inactive, MrgX1 allo act inactive, MrgX1 antagonist inactive, TRPC6 activator inactive, RGS4 block inactive, HDAC3 inhib -4, ANO1 block inactive, SKKanGAS inh 10 and RGS4 pot inactive.
For Cc1cc(C)cc(OCC(=O)NCc2cc(C)nc3ccccc23)c1 the results were MrgX1 ag inactive, ANO1 activ inactive, TRPC6 inh inactive, MrgX1 allo act inactive, MrgX1 antagonist inactive, TRPC6 activator inactive, RGS4 block inactive, HDAC3 inhib 7, ANO1 block inactive, SKKanGAS inh 0 and RGS4 pot inactive.
Screening C/C(=N\NC(=O)CNc1cccc(Cl)c1C)C1CC1 returned MrgX1 ag inactive, ANO1 activ inactive, TRPC6 inh inactive, MrgX1 allo act inactive, MrgX1 antagonist inactive, TRPC6 activator inactive, RGS4 block inactive, HDAC3 inhib -5, ANO1 block inactive, SKKanGAS inh 26 and RGS4 pot inactive.
Screening O=C1N=C(N2CCCCC2)S/C1=C\c1ccc(Br)cc1 returned MrgX1 ag inactive, ANO1 activ inactive, TRPC6 inh inactive, MrgX1 allo act inactive, MrgX1 antagonist inactive, TRPC6 activator inactive, RGS4 block inactive, HDAC3 inhib -9, ANO1 block inactive, SKKanGAS inh -3 and RGS4 pot inactive.
`O=C(COC(=O)CCC(=O)c1ccc(Cl)cc1)NC1CC1` gave MrgX1 ag inactive, ANO1 activ inactive, TRPC6 inh inactive, MrgX1 allo act inactive, MrgX1 antagonist inactive, TRPC6 activator inactive, RGS4 block inactive, HDAC3 inhib 0, ANO1 block inactive, SKKanGAS inh -13 and RGS4 pot inactive.
Cc1ccc(OC(=O)CCC(=O)Nc2ccc(Br)cc2)cc1 was read as MrgX1 ag inactive, ANO1 activ inactive, TRPC6 inh inactive, MrgX1 allo act inactive, MrgX1 antagonist inactive, TRPC6 activator inactive, RGS4 block inactive, HDAC3 inhib -4, ANO1 block inactive, SKKanGAS inh -2 and RGS4 pot inactive.
